UHRF1 MBD2 ctr = blocks human UHRF1 binding to methylated DNA; Q96T88; UHRF1 binding to methylated oligo, TR-FRET; inhibition, % at 4.4 µM; 370,000 tested, 0.75% active; AID 687016; in the data active = inhibition above about 21%;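 also: UHRF1 SRA domain binding a hemimethylated CpG hairpin DNA probe; 0% = median of test compound wells and 100% = reference inhibitor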
Target sequence (Q96T88 whole entry, looked up, the tested form may be a part): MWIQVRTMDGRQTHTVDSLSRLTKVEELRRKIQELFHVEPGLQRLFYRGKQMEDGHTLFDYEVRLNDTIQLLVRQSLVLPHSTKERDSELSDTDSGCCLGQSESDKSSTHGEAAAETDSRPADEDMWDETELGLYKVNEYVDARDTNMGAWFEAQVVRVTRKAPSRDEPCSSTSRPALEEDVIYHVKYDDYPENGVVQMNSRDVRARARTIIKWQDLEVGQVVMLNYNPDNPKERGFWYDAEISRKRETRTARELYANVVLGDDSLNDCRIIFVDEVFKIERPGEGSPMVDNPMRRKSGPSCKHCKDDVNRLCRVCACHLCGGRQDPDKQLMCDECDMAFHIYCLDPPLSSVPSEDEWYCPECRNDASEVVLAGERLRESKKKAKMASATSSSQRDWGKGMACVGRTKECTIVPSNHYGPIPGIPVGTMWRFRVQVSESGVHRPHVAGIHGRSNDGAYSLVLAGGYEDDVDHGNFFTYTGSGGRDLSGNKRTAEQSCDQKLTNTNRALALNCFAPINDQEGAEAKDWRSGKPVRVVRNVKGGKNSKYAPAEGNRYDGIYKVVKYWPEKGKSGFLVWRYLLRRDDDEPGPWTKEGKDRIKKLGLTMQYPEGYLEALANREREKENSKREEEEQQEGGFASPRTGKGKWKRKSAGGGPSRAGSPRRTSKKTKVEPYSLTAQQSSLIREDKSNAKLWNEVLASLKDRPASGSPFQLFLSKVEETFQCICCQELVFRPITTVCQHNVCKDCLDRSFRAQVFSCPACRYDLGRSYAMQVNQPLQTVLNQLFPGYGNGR
SIAE inh = inhibitors of human sialic acid acetylesterase SIAE. SIAE FP-Rh probe binding, fluorescence polarization. Q9HAT2. inhibition, % at 9.66 µM. 370,000 tested, 0.69% active. AID 1053197;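 active = inhibition above a cutoff: mean of compounds within the control limits plus 3 SD of those, cut at about 17% in these data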;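 also: 0% = plate median of compound wells and 100% = probe without SIAE protein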
TCR-CD3 inh = human TCR-CD3 binding inhibition; TAMRA-labeled TCR probe fluorescence, biochemical; inhibition, % at 9.4 µM; 360,000 tested, 0.37% active; AID 651800; in the data active = inhibition above about 19%;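 also: recombinant mutant TCR 2C K166C tagged with TAMRA read by polarization; 0% = receptor in buffer alone and 100% = receptor with positive control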
DDE Tn6 FP inh = inhibitors of Tn6 peptide binding to human fibrin DD(E); inhibition, % at 8.3 µM; P02675; 370,000 tested, 0.21% active; Fibrin DD(E) TRITC-Tn6 fluorescence polarization displacement; AID 720509;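 active = inhibition above a per-campaign cutoff: mean of compounds within control limits plus 3 SD, cut at about 15% in these data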;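 also: 0% = median of all compound wells on the plate and 100% = blocking peptide control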
MBD2 inh = inhibitors of human MBD2 binding to methylated oligonucleotide. Q9UBB5. TR-FRET. inhibition, % at 4.4 µM. 370,000 tested, 0.31% active. AID 686964; in the data active = inhibition above about 13%
LEDGF integ inh = blocks HIV-1 LEDGF/p75-dependent DNA integration; 370,000 tested, 0.64% active; TR-FRET IN-LEDGF/p75 DNA integration, Eu/Cy5; inhibition, % at 3.7 µM;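 active = inhibition above the screen-wide mean plus 3 SD, cut at about 13% in these data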;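 also: signal is the Cy5 over europium emission ratio at 671 and 618 nm; 0% = plate median of compound wells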
PRMT1 inh = inhibitors of human PRMT1. Q99873. recombinant PRMT1, activity-based probe fluorescence polarization. inhibition, % at 2.79 µM. 370,000 tested, 1.3% active;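 active = inhibition above about 21% made by adding two undisclosed values, limit read from the data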
TDP2 absorb = blocks human TDP2 phosphodiesterase activity; AID 720702; 370,000 tested, 0.34% active; recombinant TDP2, T5PNP hydrolysis, p-nitrophenol absorbance 415 nm; O95551; inhibition, % at 12.8 µM;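 active = inhibition above the mean of all tested compounds plus 3 SD, set per campaign, cut at about 25% in these data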;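 also: 0% = DMSO with enzyme and 100% = buffer with substrate but no TDP2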
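Test system: Human TDP2 enzyme | Reagent: 5 mM T5PNP | Compound dosing: 12.8 µM single point, 1% DMSO | Incubation: Enzyme reaction with compound for 2 h at 37 °C | Technique: p-Nitrophenol epi absorbance | Read-out: % inhibition relative to enzyme-containing and enzyme-free wells | Benchmarks: High control without enzyme, low control DMSO plus TDP2 | Replicates: Singlicate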
proKLK7 act = proKLK7 (human) activation, primary screen; P49862; purified proKLK7, EDANS-DABCYL substrate fluorescence; 100% is mature enzyme control, 0% vehicle; activation, % at 7 µM; 370,000 tested, 0.9% active; AID 652039;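 active = activation above the mean of all tested compounds plus 3 SD, computed per campaign excluding outliers beyond control limits, cut at about 13% in these data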
Target sequence (P49862 whole entry, looked up): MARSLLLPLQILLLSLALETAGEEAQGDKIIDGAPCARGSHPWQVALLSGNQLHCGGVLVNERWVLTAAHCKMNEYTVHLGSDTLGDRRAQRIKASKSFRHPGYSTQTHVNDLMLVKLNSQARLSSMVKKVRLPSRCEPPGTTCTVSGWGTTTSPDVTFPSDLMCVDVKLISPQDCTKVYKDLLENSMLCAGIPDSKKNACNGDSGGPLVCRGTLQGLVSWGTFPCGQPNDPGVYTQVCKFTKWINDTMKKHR
Tn7 DDE FP = disrupts Tn7 cyclic peptide binding to fibrin D-Dimer-E complex; FP displacement of FITC-Tn7 peptide from fibrin DD(E); 0% = median of compound wells per plate; inhibition, % at 8.3 µM; 370,000 tested, 0.13% active; AID 720508;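 active = inhibition above the mean of compounds falling within the control limits plus 3 SD of them, cut at about 14% in these data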;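 also: 0% = plate median of compound wells and 100% = 10 µM Aha-Tn7 peptide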
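Test system – human fibrin DD(E) · Times – 10 min preincubation, 3 h with tracer, room temperature · Detection – fluorescence polarization of the labelled Tn7 tracer · Measure – percent inhibition normalized to high-control wells · Benchmarks – high control wells with 10 µM unlabelled Aha-Tn7 peptide (full inhibition) · Repeats – singlicate testing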
* = called active by the depositor; x = no result given.

Compound	proKLK7 act	DDE Tn6 FP inh	MBD2 inh	Tn7 DDE FP	UHRF1 MBD2 ctr	SIAE inh	TDP2 absorb	PRMT1 inh	TCR-CD3 inh	LEDGF integ inh
Cc1ccc(NC(=O)COC(=O)Cc2ccc(Br)cc2)cc1S(=O)(=O)N1CCOCC1	0.0	0	-6	8	-1	-9	-7	-5	10	1
Clc1nnc2ccc(-c3ccccc3)nn12	1.6	-7	7	4	-5	-4	-2	1	-8	4
CCOC(=O)c1cn(CC)c2cc(N3CCCCC3)c(F)cc2c1=O	-0.3	-3	-4	1	-1	-1	2	1	-6	0
CCOC(=O)N1CCN(CC(=O)c2ccc(O)cc2O)CC1	0.3	6	2	9	-1	0	-10	4	-6	-9
c1ccc(-c2ccc(CN3C[C@@H]4C(c5ccccc5)C5(c6ccccc6)CC4(C5)[C@H]3c3ccccc3)cc2)cc1 (stereo partly drawn)	-0.2	5	-3	3	-2	-3	-9	2	-4	-3
CN(C)c1ccc(/C=C(\NC(=O)c2ccccc2)C(=O)NCCCn2ccnc2)cc1	0.9	4	-4	7	-5	6	4	1	2	-5
CC1=NN(c2ccccc2)C(=O)C1C(=O)c1ccc(Cl)cc1 (stereo not drawn)	0.1	5	-9	-4	-8	-2	2	0	1	6
Cc1ccc(/C=C/C(=O)NC(=S)N2CCN(c3ccc(F)cc3)CC2)cc1	0.8	-2	2	4	-3	1	-10	0	-1	1
COc1ccc2c(c1)c(C(=O)CNc1nc(C)cs1)c(C)n2C	-0.8	-3	1	4	-1	9	7	0	-1	0
CC(=O)N1CCc2cc(S(=O)(=O)NC3CCN(C(=O)C(C)(C)C)CC3)ccc21	-0.3	0	1	-7	-2	6	9	6	x	-3
CCNC(=O)C1CCCN(C(=O)c2ccc3c(c2)CCO3)CC1 (stereo not drawn)	0.2	-8	-5	0	0	1	1	-1	4	-2
Cc1cc(Sc2ccc([N+](=O)[O-])cn2)ccc1Br	-0.3	10	0	-2	0	14	-2	-3	6	8
O=C(c1cc(C2CC2)nn1-c1ccccc1)N1CCN(Cc2ccccc2)CC1	-0.5	4	-1	1	-1	-4	4	2	5	2
COc1ccc(C(CC(=O)O)NS(=O)(=O)c2ccc(C)cc2)cc1OC (stereo not drawn)	-0.2	2	3	-5	10	0	-4	-2	1	2
CCOc1ccccc1NC(=O)Cn1c(=O)n(-c2ccc(OC)cc2OC)c(=O)c2c(C)c(C(=O)N(CC)CC)sc21	0.2	-1	-1	4	1	-5	1	4	-3	-4
COc1cccc(-n2c(SCC(=O)N3CCCCC3)nc3c([nH]c4ccccc43)c2=O)c1	-0.6	-1	5	-1	-3	-3	5	0	5	-2
OC(c1ccc(F)c(F)c1)c1nc(-c2cccs2)cs1 (stereo not drawn)	-0.3	-4	0	-2	-1	2	5	-1	-9	-5
Cc1ccc(OCC(=O)N/N=C/C=C/c2ccco2)c(Br)c1	-0.1	-5	-2	8	-1	10	-13	15	-5	1
COc1ccc(C(O)c2ncc(-c3ccccc3OC)[nH]2)cc1F (stereo not drawn)	0.2	1	6	2	2	-8	3	3	-6	-4
CCCCn1c(N)c(N(CC(C)C)C(=O)c2cccs2)c(=O)[nH]c1=O	0.8	3	2	-10	6	2	-18	-1	-7	4
O=C(CN1CCN(C/C=C/c2ccccc2)CC1)NCc1ccccc1	0.2	-4	4	-5	0	0	10	-1	5	-2
CC(CNC(=O)c1cccc(Br)c1)n1cncn1 (stereo not drawn)	-0.3	4	3	5	1	1	9	1	4	1
COc1ccc(N(C)S(=O)(=O)c2cccc(C(=O)N3CCN(c4ccccc4)CC3)c2)cc1	1.0	-3	0	5	-1	5	-6	-1	6	-3
O=C1NCCCC1C(=O)N/N=C/c1cccc(O)c1 (stereo not drawn)	0.0	4	4	2	2	-2	4	0	-8	-1
O=C(c1cc(COc2ccc(F)cc2Cl)on1)N1C[C@H]2CC[C@H]1C2	0.6	4	-2	2	1	5	9	1	6	-1
Cc1c(C(=O)N(Cc2ccccc2)Cc2cccs2)cnn1-c1ccc(Cl)cc1	0.3	-1	0	-6	1	-2	-5	-7	-5	1
Cc1nonc1CN(C)C(=O)c1ccc(OC2CCN(Cc3ccccn3)CC2)cc1	0.1	-11	1	-1	4	5	-4	-4	-6	4
CC1=C(C(N)=O)C(c2ccc(F)cc2)n2nc(CCCO)nc2N1 (stereo not drawn)	0.6	-5	0	0	0	-1	-25	-4	4	3
Cc1ccc(NC(=S)N(CCN(C)C)C(C)c2ccco2)c(C)c1 (stereo not drawn)	0.4	4	-4	6	3	-4	-5	-1	2	-3
C[C@H](O)[C@@H]1CN2CCc3c([nH]c4ccccc34)[C@@H]2C[C@@H]1N(C)C(=S)NCCc1ccccc1	39*	2	-5	4	-11	2	-12	49*	-4	1
Cc1cc(C)cc(-n2ncc3c2CCCC3NC(=O)CCN2Cc3ccccc3C2=O)c1 (stereo not drawn)	1.1	-7	1	-4	2	-9	-4	-1	-3	2
CCCCCN1CCCCC(NC(=O)c2ccc(C)cc2)C1=O (stereo not drawn)	0.4	-10	0	9	1	-1	3	3	x	-1
Cc1c(Cl)cccc1NC(=O)c1cc(-c2ccccc2O)n[nH]1	0.7	10	2	-5	-2	-24	-7	-5	5	-2
Cc1cc(C)n2nc(SCc3cc(=O)oc4ccc5ccccc5c34)nc2n1	-0.3	-4	0	1	-2	9	-2	-1	4	-5
Cc1ccc(-c2nn(-c3ccccc3)c3[nH]c(=O)c(CNCc4ccccc4)cc23)cc1	-3.4	-8	-4	-2	-1	-10	-1	-3	7	2
O=C(CN1CCN(Cc2ccccc2)CC1)Nc1cccc(Cl)c1	0.5	-1	1	-12	0	1	-2	-1	2	-3
COc1ccc(-c2cc(CNc3nc4cc(-c5ccccc5C)sc4c(=O)n3C)on2)cc1	0.2	-5	-7	-7	-2	-51	3	1	30*	2
O=C(O)Cn1cc2c(n1)CCCCC2	0.0	-8	2	1	5	-8	-11	3	3	2
COc1ccc(N2CN=C3SCC(=O)N3C2)cc1	-0.9	5	-5	12	3	-2	-13	1	-8	2
Cc1ccc(S(=O)(=O)ON2C(=O)c3cccc4cccc(c34)C2=O)cc1	19*	4	1	-10	-2	-1	-7	0	1	-2
OCC1OC(n2nc3ccccc3n2)C(O)C(O)C1O (stereo not drawn)	-0.5	-2	-5	1	-1	1	-2	-4	8	3
Cc1ccc(NS(=O)(=O)c2cccc(C(=O)NNC(=O)NC3CCCCC3)c2)c(C)c1	-0.3	0	-7	-9	-1	18*	-5	-5	3	2
CN(Cc1cccs1)C(=O)c1ccc(Cl)c(S(=O)(=O)N2CCCCCC2)c1	-0.2	-1	-2	-6	0	-3	6	3	8	2
Cc1nc(-c2ccc(C(=O)N3CCOCC3)cc2)cs1	0.1	-4	3	-9	1	4	-5	1	-2	5
Cc1cc(C(=O)Nc2ccc(OCc3ccccc3)cc2)c(C)o1	-0.2	9	3	3	4	-8	-12	5	-3	-6
COC(=O)NC(Nc1sc2c(c1C(N)=O)CCCC2)(C(=O)OC)C(F)(F)F (stereo not drawn)	0.3	-4	2	-9	0	2	-4	13	-1	4
CCOC(=O)c1sc(=NC(=O)c2ccco2)n(C)c1C	-1.0	7	3	-2	0	-12	-1	-1	-1	0
COc1ccc2c(c1)c(=Cc1ccc(N(C)C)cc1)c1cc(-c3ccccc3)[n+](C)n12	0.9	-22	30*	-10	58*	-119	28*	1	-63	19*
Nc1c(-c2ccccc2)nc2ncccn12	7.7	7	-2	7	-2	2	-1	1	6	-3
C=C(NC(=O)C(=C)NC(=O)c1csc(C2=NC3c4csc(n4)C4NC(=O)c5csc(n5)C(C(C)(O)C(C)O)NC(=O)C5CSC(=N5)/C(=C/C)NC(=O)C(C(C)O)NC(=O)c5csc(n5)C3(CC2)NC(=O)C(C)NC(=O)C(=C)NC(=O)C(=C)NC(=O)C(C(C)C)NC2C=Cc3c(C(C)O)cc(nc3C2O)C(=O)OC4C)n1)C(N)=O (stereo not drawn)	-0.1	-11	7	0	-2	-75	5	1	-1	32*
C/C(=N/NS(=O)(=O)c1ccc(Cl)cc1)c1cccc(NC(=O)c2ccncc2)c1	0.2	-1	-2	3	0	-4	7	3	1	1
Cc1nc(N2CCN(C)CC2)c2c3c(sc2n1)CCCC3	0.3	0	-5	-1	-2	1	8	0	3	3
CCOC(=O)Cn1cc(/C=C(\C#N)C(=O)N2CCOCC2)c2ccccc21	0.7	4	-3	-6	4	-3	-12	11	8	1
CSC(=NS(=O)(=O)c1ccc(N)cc1)NS(=O)(=O)c1cccs1	-0.5	-1	4	-5	1	0	-6	4	-1	-2
Cc1cccc(C(=O)NNC(=O)c2cc3cc4ccccc4nc3s2)c1	0.2	1	-1	-2	-2	-1	12	1	2	0
O=C(c1ccccc1)N1CCN(CC#CC2(O)CCCCC2)CC1	0.4	4	-1	-8	1	1	-7	1	-4	4
Cc1ccc(C(NC(=O)CN2C(=O)NC3(CCCC3)C2=O)c2ccccc2)cc1 (stereo not drawn)	-0.8	-7	-2	3	2	1	3	2	-4	-3
Cc1ccc(CNC(=O)CSc2ccc(-c3cccs3)nn2)cc1	0.4	-4	-1	1	-4	1	5	2	-1	2
CC(=O)c1c(C)nc2ccc([N+](=O)[O-])cc2c1-c1ccccc1	-0.2	0	-6	-2	2	-6	-21	-2	10	3
Cn1c(SCc2ccccn2)nnc1-c1ccccc1	0.1	6	1	3	-2	3	1	-2	3	-1

Remaining list, next part
Compound	proKLK7 act	DDE Tn6 FP inh	MBD2 inh	Tn7 DDE FP	UHRF1 MBD2 ctr	SIAE inh	TDP2 absorb	PRMT1 inh	TCR-CD3 inh	LEDGF integ inh
O=C(Nc1nc(N2C(=O)c3ccccc3C2=O)n(-c2ccccc2)n1)c1ccc(F)cc1	-0.4	5	2	-2	-1	-3	-3	-1	1	0
CC(/C=C/c1ccco1)=N/NC(=O)Cc1cccs1	0.3	3	2	3	-2	1	-3	7	0	7
O=C(O)CCc1ccc(-c2ccc(F)cc2)n1CC(=O)O	-2.7	1	5	-3	5	0	-3	8	-7	6
O=C(NCc1ccccc1Cl)c1ccc2c(=O)n(CCCN3CCCC3=O)c(=S)[nH]c2c1	0.1	7	3	3	-3	-5	11	1	3	0
COc1ccc(C(=O)c2ccc(N3CCN(C(=O)c4ccc(F)cc4)CC3)c(F)c2)cc1Br	0.0	-4	0	8	-3	-8	-4	1	7	-2
O=c1[nH]c2cc3c(cc2cc1CN(Cc1nnnn1CC1CCCO1)C1CCCC1)OCO3 (stereo not drawn)	1.1	3	3	4	-1	-3	6	1	-6	-6
